GalR3 antagonist: blocks the human galanin receptor 3; O60755; HEK293 GalR3-CNG cAMP membrane potential fluorescence; galR3 body fused to GalR1 C-terminus; inhibition, % at 3 µM; hit rate 0.44% among 360,000;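 active = inhibition above the screen-wide average plus 3 SD, cut at about 13% in these data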;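 also: forskolin and galanin both at EC90 stimulate the cells; cAMP rise reported by CNG channel membrane potential dye signal; 0% = forskolin plus galanin with DMSO and 100% = forskolin alone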
Target sequence (O60755 1-299 limits assumed): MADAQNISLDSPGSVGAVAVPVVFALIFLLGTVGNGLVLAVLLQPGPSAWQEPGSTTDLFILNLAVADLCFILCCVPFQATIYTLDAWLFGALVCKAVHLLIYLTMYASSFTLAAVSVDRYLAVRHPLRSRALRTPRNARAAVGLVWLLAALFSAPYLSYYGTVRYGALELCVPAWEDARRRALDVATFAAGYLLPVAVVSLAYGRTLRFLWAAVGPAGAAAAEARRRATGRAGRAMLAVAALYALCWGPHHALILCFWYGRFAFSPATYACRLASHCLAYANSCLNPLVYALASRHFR
UBC9 SUMO inh: SUMOylation inhibition. P63279. HTRF SUMOylation assay, SAE1/SAE2 + UBC9, in vitro. inhibition, % at 35 µM. hit rate 0.36% among 290,000; in the data active = inhibition above about 50%, passing the limit was not always enough; also: strong numbers were not always called active
Target sequence (P63279 whole entry, looked up): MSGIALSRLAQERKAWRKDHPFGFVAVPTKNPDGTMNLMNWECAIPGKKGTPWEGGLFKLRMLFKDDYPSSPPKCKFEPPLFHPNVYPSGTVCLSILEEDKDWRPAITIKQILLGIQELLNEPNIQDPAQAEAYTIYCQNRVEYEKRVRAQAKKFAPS
IDE inh: cellular human IDE inhibition | P14735 | HEK cells, FAbetaB cleavage, fluorescence polarization | hit rate 0.41% among 320,000 | inhibition, % at 5.59 µM | AID 434962;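 active = percent inhibition above the average of all tested compounds plus 3 SD, set per screening campaign, cut at about 16% in these data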;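 also: IDE supplied by intact live HEK cells; FP after avidin binding of uncleaved biotin substrate so inhibition keeps polarization high; 0% = DMSO wells and 100% = 60 µM reference IDE inhibitor Ii1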
NS3 helicase inh: inhibitors of Hepatitis C virus NS3 helicase | NS3 helicase DNA unwinding, Cy5 molecular beacon fluorescence | inhibition, % at 10.9 µM | hit rate 0.56% among 290,000 | AID 1800;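 active = inhibition above the mean of all tested compounds plus 3 SD, set per campaign, cut at about 35% in these data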;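 also: 0% = DMSO wells and 100% = thioflavine S control wells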
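System: NS3 helicase fragment of HCV / Schedule: 1 h at 25 °C / Control set: DMSO alone as 0% and 110 µM thioflavine S as 100% / Reagent: Cy5/quencher beacon DNA duplex and ATP to start / Technique: Cy5 fluorescence / Replication: singlicate / Evaluation: % inhibition of end-to-start signal ratio versus controls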
CRFR2-BP antag: antagonists of CRF-binding protein/CRF-R2 receptor complex | HEK293 CRF-R2/CRF-BP, CRF-induced calcium fluorescence | inhibition, % at 11.8 µM | hit rate 0.59% among 350,000 | AID 588475;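 active = inhibition of the ligand-induced calcium signal above about 50% at the single tested concentration, limit read from the data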
VIM-2 inhibitor: inhibitors of Pseudomonas aeruginosa VIM-2 metallo-beta-lactamase | purified VIM-2, nitrocefin hydrolysis, epi-absorbance fluorescence | inhibition, % at 5.6 µM | hit rate 0.89% among 290,000;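 active = inhibition above the mean of all tested compounds plus 3 SD, cutoff set per screening run, cut at about 7.5% in these data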;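 also: red hydrolysis product quenches plate fluorescence so inhibitors raise well fluorescence; 0% = enzyme with DMSO and 100% = DMSO without enzyme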
IDE act: activators of human insulin-degrading enzyme in cells; HEK cells, FAbeta-B cleavage, fluorescence polarization; 0% vehicle, 100% cell-free pure enzyme wells; activation, % at 5.96 µM; hit rate 0.073% among 340,000; AID 493087;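 active = activation above the mean of all tested compounds plus 3 SD, set per screening campaign, cut at about 17% in these data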
p-CIP stab down: p/CIP protein destabilization | Q05BA5 | F442A p/CIP-EGFP cells, EGFP fluorescence, 16 h | decrease of EGFP signal, % at 10 µM | hit rate 0.01% among 290,000;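 active = EGFP signal decrease of at least 30% at 10 µM or well 3 SD below plate mean, unless failing retest; inactive = the rest, including hits failing retest or dose response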; also: some compounds called inactive have numbers as strong as hits; many of its hits are not listed in these tables
IMP-1 inh: inhibitors of Pseudomonas aeruginosa IMP-1 metallo-beta-lactamase | AID 1556 | purified IMP-1, nitrocefin hydrolysis, epi-absorbance fluorescence | hit rate 0.45% among 290,000 | inhibition, % at 5.6 µM;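 active = inhibition above the mean plus 3 SD of all compounds in the same screening run, cut at about 4.5% in these data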;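 also: 0% = IMP-1 with DMSO and 100% = DMSO wells lacking enzyme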
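System: Purified IMP-1 | Read-out basis: Percent enzyme inhibition | Controls: IMP-1 with DMSO as 0%, enzyme-free DMSO as 100% | Replicates: One well per compound | Doses: 5.6 µM nominal single concentration | Detection: Epi-absorbance fluorescence, 480 nm excitation, 530 nm emission | Incubation: 25 °C, 15 min preincubation, 25 min reaction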
An asterisk follows results filed as active; . = no result given.

Values run as follows: GalR3 antagonist, UBC9 SUMO inh, IDE inh, NS3 helicase inh, CRFR2-BP antag, VIM-2 inhibitor, IDE act, p-CIP stab down, IMP-1 inh
COc1ccc(CNc2nc(SCC(=O)NCc3ccco3)nc3ccccc23)cc1
→ -1, -22, -3, -18, -13, -3.7, 3, -15, -1.3
Cc1cc(=O)c2cc(Cl)ccc2[nH]1
→ -3, 22, 5, 6, 7, -3.6, -1, 6, -3.4
COc1ccc(NC(=O)c2cc(C)nc3ccccc23)c(OC)c1
→ -3, 7, -2, -8, 44, 0.8, 1, -3, -1.8
CCOc1ccc(S(=O)(=O)N2CCCC(C(=O)NCCN3CCOCC3)C2)cc1Cl (stereo not drawn)
→ -4, -3, 2, 4, 6, 1.4, -3, 9, 1.8
CC(=O)C(c1ccccc1)C(c1ccccc1)C(C)[N+](=O)[O-] (stereo not drawn)
→ -11, 4, 7, 1, 11, -3.5, -9, -6, -3.8
Cc1ccc2nc(NC(=O)C3CCCN(S(=O)(=O)c4cccc5nonc45)C3)sc2c1 (stereo not drawn)
→ ., 0, 6, -9, ., 0.1, ., 3, -0.5
Cc1cc(C)nc(SC(C)C(=O)O)n1 (stereo not drawn)
→ 0, 14, -5, -24, -9, 0.3, -5, -14, -2.9
CC(CS(=O)(=O)c1cccc2cccnc12)N1CCCCC1 (stereo not drawn)
→ 6, 27, 2, 1, 21, 0.6, 3, -10, 0.3
CC(C)(C)OC(=O)CNC(=O)c1nc[nH]c1C(=O)NCC(=O)OC(C)(C)C
→ -2, 13, -2, ., -7, ., 1, 0, .
Cc1ccc(S(=O)(=O)N(CC(=O)N/N=C/c2cccc(C)c2)c2cccc3cccnc23)cc1
→ 0, 3, 3, -3, 41, -2.4, -3, -7, -1.2
CC(C)=CCCC(C)CN1CCC(n2nccc2NC(=O)c2ccc3c(c2)OCO3)CC1 (stereo not drawn)
→ -4, ., -3, -47, -11, -3.0, 5, -6, -0.1
COC(=O)c1ccc(CN2[C@H](C(=O)OC)C[C@@]3(O)[C@@H](O)[C@@H](O)[C@@H](O)C[C@@H]23)cc1
→ -4, 14, 4, ., 8, ., 6, -4, .
CCN(CC)C(=O)c1nc[nH]c1C(=O)N1CCc2ccccc2C1
→ -7, ., 3, ., -4, ., 5, ., .
CCC1S/C(=N/N=C/c2ccco2)N(Cc2ccccc2C)C1=O (stereo not drawn)
→ -3, 13, 8, -11, 1, -3.4, 6, -5, -2.1
CC(=O)Nc1ccc(S(=O)(=O)/N=C2\SCCN2S(=O)(=O)c2ccc(NC(C)=O)cc2)cc1
→ 0, ., 3, -4, -7, -1.4, -2, ., -4.0
Cc1ccc(-c2nn(-c3ccccc3)cc2CNCc2ccccc2)cc1
→ -5, -12, 0, -46, -55, -2.1, ., -10, -2.4
CCC1=C(OC(=O)N(CC)CC)N2C(=O)OC(=NCC3CC3)[C@]2(Cc2ccccc2)[C@H]2C1=CC[C@H]1C(=O)N(CC)C(=O)[C@H]12
→ -11, 4, 2, ., 7, ., -1, -6, .
COc1ccc(-n2c(=S)[nH]c3ncccc3c2=O)cc1
→ -1, 2, 1, 4, 12, -2.5, -1, -1, -2.0
COc1ccc(NC(=O)NNC(=O)C(C)Oc2ccc(C(C)C)cc2)c(OC)c1 (stereo not drawn)
→ 1, 1, -1, -3, 2, -0.7, 1, -28, -0.8
COC(=O)c1ccccc1NC(=O)Cn1cnc2ccc(S(=O)(=O)N3CCC(C)CC3)cc2c1=O
→ -1, -1, 1, -2, -12, 0.2, 1, 7, -1.6
Nc1c(C(=O)c2ccccc2)oc2ccc(Br)cc12
→ -2, 0, 2, 0, 34, -0.2, 2, -8, -1.6
O=C(NCc1ccccc1)C1CC(=O)N(c2ccc(OCC(=O)N3CCOCC3)cc2)C1 (stereo not drawn)
→ -6, 10, 4, -5, 3, -2.6, 1, -9, -1.2
CCC(=O)N/N=c1/sc2ccccc2n1C
→ 8, 11, 3, -18, -3, -1.9, -6, 4, -1.9
O=C1Cc2cc(NS(=O)(=O)c3ccc([N+](=O)[O-])cc3)cc3c2N1CCC3
→ -2, ., 8, ., -2, ., 3, ., .
O=C(O)CC(NCc1ccco1)C(=O)OCCc1ccccc1 (stereo not drawn)
→ -2, -1, -1, -3, 0, 0.4, 8, -4, -1.1
CC(=O)NC1C(OCc2ccccc2)OC2COC(c3ccccc3)OC2C1OCC(=O)O (stereo not drawn)
→ -1, -2, 5, 0, 10, -5.7, 6, 0, -4.3
COc1ccc(/C=N/NC(=O)C(C)N(c2ccc(OC)cc2)S(C)(=O)=O)cc1 (stereo not drawn)
→ -4, 4, 1, -6, -13, -0.3, 0, -12, -0.3
CC(=O)c1ccc(NC(=O)CSC(C)C)cc1
→ -5, -2, 4, -14, 0, -1.3, 0, -8, -0.2
CC(=O)OC(/C(O)=C(\C#N)c1nc2ccccc2[nH]1)c1ccccc1 (stereo not drawn)
→ -2, 8, -1, 0, -40, -5.1, 3, 3, 0.9
CCCCn1nnnc1SCC(=O)Nc1ccc(C)cc1
→ -5, 7, -1, 0, 3, -3.1, 1, 8, -0.1
NC(=O)Cn1cc(/C=N\NS(=O)(=O)c2cccc([N+](=O)[O-])c2)c2ccccc21
→ -2, -3, -1, -6, 5, 1.2, 5, -40, -1.4
O=C(c1cc(COc2ccc(-n3cncn3)cc2)on1)N1CCCC1
→ -2, -6, 0, 18, 0, 4.5, 5, 0, 1.2
Cn1nnnc1SCC(=O)Nc1cccc([N+](=O)[O-])c1
→ -4, -4, 2, 0, 6, 3.1, ., 17, 1.1
Cn1ncc(Br)c1C(=O)Nc1ccc(F)cc1F
→ -2, -3, 3, 12, 26, 0.5, 3, -16, -7.5
COc1ccc([C@H]2CC(=O)C=C(c3ccccc3C(F)(F)F)C2)cc1
→ -4, ., -3, ., -9, ., 8, ., .
CCOC(=O)c1ccc(NC(=O)CCc2nc(-c3ccccc3)no2)cc1
→ -6, -17, 4, -6, -21, -6.0, -5, 6, -3.8
CCCC(C)NC(=O)c1nc(-c2ccccc2)n(-c2ccccc2)n1 (stereo not drawn)
→ -2, 8, -5, 2, 13, -2.9, 5, -4, -3.4
O=C(O)C1Cc2ccccc2CN1C(=O)c1ccccc1 (stereo not drawn)
→ -10, 3, -2, 0, 9, -1.1, -2, -7, -1.4
O=C(CN1CCN(S(=O)(=O)c2ccccc2[N+](=O)[O-])CC1)Nc1ccc(N2CCOCC2)cc1
→ -7, 12, 0, -1, -7, -3.1, 1, 1, -4.3
COCCNC(=O)C1CCC(CNS(=O)(=O)c2ccc(F)cc2)CC1 (stereo not drawn)
→ -6, -10, 1, 5, 4, -0.6, 3, -6, -0.2
Cc1ccc(C(c2sc3nc(C)nn3c2O)N2CCN(c3ccc(F)cc3)CC2)cc1 (stereo not drawn)
→ -4, 0, 0, 5, -1, -1.0, 7, 0, -4.5
CNc1ccc([N+](=O)[O-])cc1C(=O)O
→ -1, 18, 7, -5, 2, -2.1, 7, -2, -1.9
O=c1[nH]c2ccc(S(=O)(=O)N3CCN(c4ccc(F)cc4)CC3)cc2o1
→ 6, 10, 0, -5, 3, -3.3, 0, 4, -4.0
CC(C)(C)c1sc(N)nc1-c1ccccc1
→ -16, ., 3, 2, -6, -9.8, 1, ., -1.9
CCN(Cc1cc(OC)c(OC)c(OC)c1)C(=S)Nc1cccc(SC)c1
→ -6, 4, 7, -4, 9, -3.3, 10, -11, -1.7
CCC(=O)c1ccccc1OCCN1CCN(CC)CC1
→ 0, 14, -5, -25, -2, 2.7, 1, -6, -0.7
COc1cccc(CNC(=O)COC(=O)C2CCN(c3ccc(C(F)(F)F)cn3)CC2)c1
→ -4, ., 4, ., -5, ., -1, ., .
CC(=O)NC(=S)Nc1ccc(NC(=O)c2cccnc2Cl)cc1
→ -3, 3, 1, 1, 26, -2.0, 8, 3, -1.5
Cn1c(=O)c2c(ncn2Cc2nnc(N)s2)n(C)c1=O
→ -6, -12, 3, 9, 3, -3.0, 2, -1, -3.6
COc1cc(OC)cc(C(=O)N[C@H](C(=O)OCc2cc(=O)oc3cc(C)ccc23)C(C)C)c1
→ -10, -2, -2, 3, 23, -3.1, 2, -11, -2.5
CC(C)CCn1c(O)c(N=NC(=O)c2ccco2)c2ccccc21
→ -5, -2, 2, -14, -2, -3.6, 4, -17, -1.7
COc1cccc(CNC(=O)CCC2CCCN(C(=O)c3ccoc3C)C2)c1 (stereo not drawn)
→ -1, 11, -4, 1, -2, -1.9, 5, 4, -0.6
Cc1ccc(NC(=O)COC(=O)Cn2ccc(C(F)(F)F)n2)cc1Cl
→ -4, ., 4, ., 1, ., -1, ., .
O=C(/C=C/c1ccccc1)NC(NC(=S)Nc1cc(Cl)ccc1Cl)C(Cl)(Cl)Cl (stereo not drawn)
→ -1, -29, 1, 2, 3, -2.5, -1, -1, 3.0
CC(C)(C)N(Cc1ccccc1)C(=O)COC(=O)c1cccc([N+](=O)[O-])c1
→ -4, -4, 6, 0, 22, -2.8, 2, -3, -3.3
COc1cc(C2C=C(Nc3ccccc3)C(=O)N2c2ccccc2)ccc1O (stereo not drawn)
→ -12, 11, 11, 6, 23, 0.2, 4, -6, -1.2
COc1ccccc1NC(=O)CSc1nc2nc(C)cc(C)c2c(=O)[nH]1
→ 0, 23, 10, 2, 4, -2.0, 3, -6, -5.6

High-throughput results from PubChem BioAssay.
